# Assay outcomes: PubChem, NMMLSC
# LNCaP diff act: activators of LNCaP prostate cell differentiation. side scatter shift, % at 10 µM. flow cytometry side scatter, 4 d. actives 0.56% (n = 24,000);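 active = side scatter shift above 30%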;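 note: androgen-responsive LNCaP prostate cancer cells in charcoal-stripped serum medium; percent of cells past a gate set so DMSO wells show 10% shift; higher shift means more granular cells and more differentiation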
# Jurkat autofluor: counter-screen for VLA-4 integrin: compound autofluorescence in Jurkat cells; actives 0.61% (n = 24,000); fluorescence ratio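 (tested at 10 µM compound in the well)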; AID 576; flow cytometry; stronger effect = higher value; 1 = vehicle-only cell background;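 active = fluorescence ratio above 2.44, which is 1 plus 3 SD of all ratios; inconclusive = signal too bright to measure linearly, ratio around 10 or more; inactive = fluorescence ratio below 2.44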;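 note: green fluorescence of cells measured with 488 nm excitation and 530 nm emission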
# VLA-4 agonist: allosterically activates the human VLA-4 integrin; activation, % at 10 µM (by protocol); AID 528; Jurkat cells, LDV-FITC binding, flow cytometry; 24,000 tested, under 10 active;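 active = fluorescent ligand binding to cells raised by more than 40% of the manganese-induced maximum; inconclusive = compound's own fluorescence above 85% of the ligand control signal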;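 note: 0% = ligand binding without compound and 100% = manganese-stimulated maximal binding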
# Target sequence (P13612 whole entry, looked up): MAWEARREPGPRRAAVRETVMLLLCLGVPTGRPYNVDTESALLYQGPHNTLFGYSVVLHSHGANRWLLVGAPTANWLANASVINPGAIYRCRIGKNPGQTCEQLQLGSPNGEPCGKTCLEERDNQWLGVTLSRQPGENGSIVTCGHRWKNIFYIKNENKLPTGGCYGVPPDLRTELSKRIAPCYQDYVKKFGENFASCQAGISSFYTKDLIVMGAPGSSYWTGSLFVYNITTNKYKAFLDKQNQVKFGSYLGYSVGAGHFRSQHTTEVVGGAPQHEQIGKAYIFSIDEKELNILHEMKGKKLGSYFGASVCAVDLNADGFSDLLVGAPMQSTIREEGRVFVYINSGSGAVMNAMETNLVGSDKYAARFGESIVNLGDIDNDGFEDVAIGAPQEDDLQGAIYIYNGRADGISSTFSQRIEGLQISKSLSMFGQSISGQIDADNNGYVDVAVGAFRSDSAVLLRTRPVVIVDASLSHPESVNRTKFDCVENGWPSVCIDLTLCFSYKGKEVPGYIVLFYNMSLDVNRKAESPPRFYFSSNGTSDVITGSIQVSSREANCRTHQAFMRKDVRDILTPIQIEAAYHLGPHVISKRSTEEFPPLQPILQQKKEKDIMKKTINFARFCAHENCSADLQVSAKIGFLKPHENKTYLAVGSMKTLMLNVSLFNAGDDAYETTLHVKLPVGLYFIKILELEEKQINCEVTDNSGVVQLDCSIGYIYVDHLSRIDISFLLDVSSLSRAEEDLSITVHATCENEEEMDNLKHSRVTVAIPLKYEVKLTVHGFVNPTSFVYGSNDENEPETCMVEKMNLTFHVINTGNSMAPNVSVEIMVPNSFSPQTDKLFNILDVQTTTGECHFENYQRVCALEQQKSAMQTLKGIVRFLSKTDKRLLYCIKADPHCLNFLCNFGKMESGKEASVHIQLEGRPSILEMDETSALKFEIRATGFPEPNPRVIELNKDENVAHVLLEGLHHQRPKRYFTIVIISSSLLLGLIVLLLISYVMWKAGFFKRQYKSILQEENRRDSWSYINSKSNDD
# VLA-4 antagonist: blocks LDV-FITC ligand binding to Mn2+-activated human VLA-4 integrin; P13612; Jurkat cells, LDV-FITC binding with Mn2+, flow cytometry; 100% = Mn2+-driven binding gain fully reversed; actives 0.2% (n = 24,000); inhibition, % at 10 µM (by protocol); AID 529;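 active = inhibition above 50%; inconclusive = compound itself fluorescent, judged against control cell fluorescence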;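 note: 0% = Mn2+ stimulated cells lacking compound and 100% = ligand binding without Mn2+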
# An asterisk follows results filed as active; ? = inconclusive; nt = not tested or not shown. The list is partial, so the mix of outcomes need not match the whole.
no.	compound	LNCaP diff act	VLA-4 antagonist	Jurkat autofluor	VLA-4 agonist
1	COC(=O)c1cncn1C(C)c1ccccc1 (centres undefined)	1.0	?	1.06	?
2	c1cc2n(c1)-c1c(ccc3c1OCO3)CNC2c1ccc2c(c1)OCO2 (centres undefined)	26.0	-18.0	1.06	-2.0
3	c1ccc2c(c1)[nH]c1cnccc12	5.0	-17.5	1.03	1.0
4	N=c1c[n+](CC23CC4CC(CC(C4)C2)C3)[n-]o1	4.0	-0.5	0.9	1.5
5	O=C(CCN1C(=O)COc2ccccc21)N1CCC2(CC1)OCCO2	18.0	-3.0	1.03	-29.0
6	Cc1ccccc1CS(=O)(=O)Cc1ccc(C(=O)N2CCC3(CC2)OCCO3)o1	10.0	-3.0	1	7.0
7	COC(=O)COc1cc(C)cc2oc(=O)c3c(c12)CCCC3	2.0	-51.0	1.02	-3.0
8	c1ccc(C2CC3CC(c4ccco4)N2O3)cc1 (centres undefined)	15.0	-5.0	1.11	5.0
9	COc1ccc(-c2nc(CSCC(=O)N3CCC4(CC3)OCCO4)c(C)o2)cc1OC	12.0	13.0	1.14	-1.0
10	O=C1C2CCCN2C(c2cccc(Cl)c2)N1c1ccccn1 (centres undefined)	8.0	46.0	1.07	2.0
11	O=C(Cn1ncc2ccsc2c1=O)N1CCC2(CC1)OCCO2	8.0	1.0	1.04	0.0
12	CC(N)Cc1c[nH]c2cc3c(cc12)OCCO3 (centres undefined)	6.0	?	1.29	?
13	O=C(Cn1ncc2c3ccccc3n(Cc3ccc(F)cc3)c2c1=O)N1CCC2(CC1)OCCO2	6.0	-5.8	1.04	0.5
14	COc1ccccc1CN1CCN(C(=O)Cc2ccccc2)CC1	15.0	2.0	1.05	1.5
15	COc1ccc(N2CCN(C(CNC(=O)Oc3ccccc3)c3cccnc3)CC2)cc1 (centres undefined)	3.0	13.0	0.96	6.0
16	COCCn1cc(C(=O)N2CCC3(CC2)OCCO3)c2c3ccccc3n(C)c2c1=O	12.0	-11.0	1.08	2.0
17	C#CCN1C(=O)C2(C(C#N)=C(N)OC(C)=C2C(=O)OCc2ccccc2)c2ccccc21 (centres undefined)	2.0	3.0	0.78	11.0
18	O=C(O)C1(c2ccc(Cl)cc2)CCC1	4.0	-23.5	1.02	7.5
19	Cc1nc2cc(C(=O)N3CCC4(CC3)OCCO4)ccc2n1-c1cccc(F)c1	12.0	-31.0	1	1.0
20	CCOC(=O)C1SC2(C(F)F)CC1(O)c1c(c(OC)c3occc3c1OC)O2 (centres undefined)	9.0	-8.0	0.99	1.0

# Look-ups from the list:
# VLA-4 agonist, no. 19 = 1.0
# Jurkat autofluor, no. 11 = 1.04

# Ordered by length of the SMILES (highest first): part of the list above
no.	compound	LNCaP diff act	VLA-4 antagonist	Jurkat autofluor	VLA-4 agonist
13	O=C(Cn1ncc2c3ccccc3n(Cc3ccc(F)cc3)c2c1=O)N1CCC2(CC1)OCCO2	6.0	-5.8	1.04	0.5
16	COCCn1cc(C(=O)N2CCC3(CC2)OCCO3)c2c3ccccc3n(C)c2c1=O	12.0	-11.0	1.08	2.0
6	Cc1ccccc1CS(=O)(=O)Cc1ccc(C(=O)N2CCC3(CC2)OCCO3)o1	10.0	-3.0	1	7.0
19	Cc1nc2cc(C(=O)N3CCC4(CC3)OCCO4)ccc2n1-c1cccc(F)c1	12.0	-31.0	1	1.0
2	c1cc2n(c1)-c1c(ccc3c1OCO3)CNC2c1ccc2c(c1)OCO2 (centres undefined)	26.0	-18.0	1.06	-2.0
5	O=C(CCN1C(=O)COc2ccccc21)N1CCC2(CC1)OCCO2	18.0	-3.0	1.03	-29.0
18	O=C(O)C1(c2ccc(Cl)cc2)CCC1	4.0	-23.5	1.02	7.5

# Following part
no.	compound	LNCaP diff act	VLA-4 antagonist	Jurkat autofluor	VLA-4 agonist
21	O=c1c2ccccc2nc(N2CCCC2)n1-c1ccc(Cl)cc1	12.0	23.0	0.98	-6.0
22	O=C1C2CCCN2C(c2ccccc2)N1c1ccccn1 (centres undefined)	9.0	-10.0	0.98	2.0
23	C(=NC12CN3CN(CN(C3)C1)C2)c1cccnc1	14.0	-4.5	1	1.0
24	CCOC(=O)C1C(=O)NC23CCCC2C1c1ccccc1O3 (centres undefined)	5.0	-26.0	1.02	-5.0
25	COc1ccc(Nc2ncc(C(=O)N3CCC4(CC3)OCCO4)c3ccccc23)cc1	6.0	-7.0	1.07	0.0
26	CCC(C)NC(=O)c1c(N)n(CC2CCCO2)c2nc3ccccc3nc12 (centres undefined)	0.0	-11.5	1.18	2.5
27	Cc1ccc(CCN2CC(C(=O)N3CCC4(CC3)OCCO4)CC2=O)cc1 (centres undefined)	17.0	0.0	0.91	0.0
28	O=C(CN1C2CCC1CC(O)(c1cccnc1)C2)Nc1ccc2c(c1)OCO2 (centres undefined)	6.0	-15.5	1	1.0
29	COc1ccccc1CN1CCN(C(=O)COc2cccc(C)c2)CC1	4.0	-4.0	0.99	1.0
30	CCOC(=O)/C(CCCN(CC)CC)=N\O	10.0	-2.5	1.02	3.0
31	CCN1CC=C(c2c[nH]c3ccccc23)CC1	3.0	-37.5	1.01	14.0
32	N#Cc1ccccc1Cn1cc(C(=O)C2CC2)c2ccccc21	10.0	-22.5	0.94	0.5
33	CCOc1ccc(C2SCC(=O)Nc3c2c(=O)[nH]n3C2CCCCCC2)cc1 (centres undefined)	34.0*	-21.0	1.03	6.0
34	COC(=O)N(c1ccc(OC)cc1)P1(=S)OCCC(C)O1 (centres undefined)	22.0	1.0	0.72	12.0
35	COC(=O)CC1(Cc2ccccc2)C(=O)NC(=O)NC1=O	3.0	-17.0	0.96	7.0
36	Cc1ccc(S(=O)(=O)Cc2ccc(C(=O)N3CCC4(CC3)OCCO4)o2)cc1	9.0	8.7	1.07	-2.3
37	CN(C)c1cc(N)c2c(n1)CCC2 (tested in a mixture with another compound)	14.0	-12.0	1.08	4.0
38	O=C(COc1ccc(Br)cc1)N1CCN(Cc2ccncc2)CC1	7.0	-11.5	0.92	1.5
39	O=C(Cn1cnc2ccccc2c1=O)NCC(=O)N1CCC2(CC1)OCCO2	1.0	-14.0	1	-8.0
40	Cc1cc(C)n2nc(SC(C)C(=O)N3CCC4(CC3)OCCO4)nc2n1 (centres undefined)	7.0	1.5	0.93	7.0
41	COC(=O)C(O)(c1cn(C)c2ccccc12)C(F)(F)F (centres undefined)	7.0	11.0	1.05	-5.0
42	COP(=O)(OC)C(O)C(Cl)(Cl)Cl (centres undefined)	2.0	-12.5	1.02	-0.5
43	C[C@H]1CCC/C=C/C2C[C@H](O)CC2[C@H](O)/C=C/C(=O)O1 (some centres undefined)	nt	-13.0	1.02	-1.0
44	CNCC(O)c1cccc(OC(=O)c2ccccc2C)c1 (centres undefined)	14.0	-23.0	1.08	-24.0
45	O=c1cc(C2CCNCC2)[nH][nH]1	16.0	-21.5	1.13	-2.0
46	O=C(O)CCCc1ccc(N(CCCl)CCCl)cc1	9.0	-24.5	1.08	-4.5
47	CCOP(=S)(OCC)c1ccc(N(C)C)cc1	18.0	-5.5	1.04	-0.5
48	Cc1oc2ccc(OC(=O)N(C)C)cc2c1C(=O)OC(C)C	6.0	-3.0	1.06	1.5
49	CCOCC(=O)NC1CCSC1=O (centres undefined)	17.0	-8.0	0.97	-5.0
50	OC(CNC1CCCCC1)c1ccccc1 (centres undefined)	7.0	-6.0	1	-2.0
51	CC(=O)Nc1cc(C(=O)N2CCC3(CC2)OCCO3)ccc1S(=O)(=O)c1ccc(C)cc1	6.0	3.0	1	6.0
52	Nc1ccnn1C1CCNCC1	8.0	-4.5	1.01	-2.0
53	CCC(COC(=O)c1cc(OC)c(OC)c(OC)c1)(c1ccccc1)N(C)C (centres undefined)	3.0	-21.0	1.04	-7.0
54	CCOc1ccc(-n2c(O)c(C=NCCN3CCNCC3)c(=O)[nH]c2=O)cc1	10.0	-11.0	0.99	2.0
55	C1=C(c2c[nH]c3ccccc23)CCNC1	5.0	?	1.59	?
56	O=C(c1cc(=O)[nH]c2ccc(Br)cc12)N1CCC2(CC1)OCCO2	9.0	-3.0	0.99	7.0
57	O=C1CC(c2ccccc2)CC(O)=C1C=NCCN1CCN(C(=O)Cc2ccccc2)CC1 (centres undefined)	2.0	-27.0	0.97	-0.5
58	CS(=O)(=O)N1CCCC(C(=O)N2CCC3(CC2)OCCO3)C1 (centres undefined)	10.0	-34.1	1.02	1.5
59	CCCCCCOc1ccc(CN2CCN(C)CC2)cc1	7.0	-29.0	1.05	15.5
60	CCCN1CCC2(CC1)NC(CO)(CO)CO2	6.0	16.0	1.12	-2.0

# Reprinted at random: two entries already listed.
no.	compound	LNCaP diff act	VLA-4 antagonist	Jurkat autofluor	VLA-4 agonist
37	CN(C)c1cc(N)c2c(n1)CCC2 (tested in a mixture with another compound)	14.0	-12.0	1.08	4.0
29	COc1ccccc1CN1CCN(C(=O)COc2cccc(C)c2)CC1	4.0	-4.0	0.99	1.0

# Going on with the list.
no.	compound	LNCaP diff act	VLA-4 antagonist	Jurkat autofluor	VLA-4 agonist
61	CCN1CCN(Cc2cc(Br)cc(OC)c2O)CC1	8.0	-9.0	1.07	3.0
62	c1ccc2c3c([nH]c2c1)CNCC3	3.0	-8.0	1.27	7.5
63	COC(=O)C1C2c3ccccc3OC1(C)N=c1s/c(=C/c3cn(C)nc3C)c(=O)n12 (centres undefined)	8.0	3.0	1.1	4.0
64	CCOC(=O)c1c(C)c(C(=O)N2CCC3(CC2)OCCO3)c(C)n1CC	7.0	-1.0	1.06	9.0
65	Cc1nc2cc(-c3cccc(F)c3)nn2c(C)c1CCC(=O)N1CCC2(CC1)OCCO2	13.0	-13.0	1.13	-13.0
66	O=C(Cn1cc(C(=O)c2ccccc2)c2ccccc21)NCc1ccco1	5.0	-18.0	1.05	6.5
67	Cn1c(=O)cc(SCC(=O)N2CCC3(CC2)OCCO3)c2ccccc21	3.0	7.0	1.06	-1.0
68	Cn1cc(CCC(=O)N2CCC3(CC2)OCCO3)c2ccccc21	11.0	8.0	0.97	3.0
69	CCC(=O)Nc1cc(C(=O)N2CCC3(CC2)OCCO3)ccc1S(=O)(=O)c1ccc(C)cc1	8.0	4.0	1.03	3.0
70	COc1ccc(-n2c(C)nc3cc(C(=O)N4CCC5(CC4)OCCO5)ccc32)cc1	10.0	-37.0	0.95	9.0
71	CN1CCN(c2c[nH]c(=O)[nH]c2=O)CC1	13.0	-2.0	1.05	0.0
72	CCCC(=O)OCC[N+](C)(C)C	3.0	-14.0	1.01	-7.0
73	CC(=O)c1c(C)[nH]c(C(=O)N2CCC3(CC2)OCCO3)c1C	16.0	8.0	1.02	1.0
74	CCOC(=O)c1cc2c(cn1)[nH]c1ccccc12	1.0	-18.5	1.05	0.0
75	O=C(C1CC(=O)N(c2ccc(F)c(Cl)c2)C1)N1CCC2(CC1)OCCO2 (centres undefined)	4.0	9.0	1.06	5.0
76	CCC(=NCC1CCCO1)c1c(O)n(Cc2ccccc2)c(=O)[nH]c1=O (centres undefined)	4.0	-17.5	1.03	2.0
77	CCN1CCN(C(=O)COc2cc(=O)n(CC)c3ccccc23)CC1	4.0	-5.3	1.04	4.3
78	CC(C)CC12CN3CCN(CC(C3)/C1=N/O)C2	10.0	-9.5	0.92	3.5
79	COc1ccc(CCNC(=O)c2c(N)n(CCN3CCOCC3)c3nc4ccccc4nc23)cc1	6.0	17.5	1.22	-3.5
80	C[C@@]1(CO)[C@H](O)CC[C@@]2(C)[C@H]1CC[C@H]1C[C@@H]3C[C@@]12CC[C@]3(O)CO	7.0	-8.5	0.98	-5.5
81	COc1ccc(C(CC(=O)N2CCC3(CC2)OCCO3)NS(=O)(=O)c2ccc(F)cc2)cc1 (centres undefined)	6.0	-1.0	0.99	5.0
82	Nc1ccc(C2(c3ccc(N)cc3)CN3CCC2CC3)cc1	16.0	?	1.06	?
83	COC(=O)c1c(C)n(Cc2ccc3c(c2)OCO3)c2ccc(O)cc12	18.0	11.0	1.1	-10.0

# A different layout for some results above:
65: Cc1nc2cc(-c3cccc(F)c3)nn2c(C)c1CCC(=O)N1CCC2(CC1)OCCO2
66: O=C(Cn1cc(C(=O)c2ccccc2)c2ccccc21)NCc1ccco1
67: Cn1c(=O)cc(SCC(=O)N2CCC3(CC2)OCCO3)c2ccccc21
68: Cn1cc(CCC(=O)N2CCC3(CC2)OCCO3)c2ccccc21
69: CCC(=O)Nc1cc(C(=O)N2CCC3(CC2)OCCO3)ccc1S(=O)(=O)c1ccc(C)cc1
70: COc1ccc(-n2c(C)nc3cc(C(=O)N4CCC5(CC4)OCCO5)ccc32)cc1
entry no.	65	66	67	68	69	70
LNCaP diff act	13.0	5.0	3.0	11.0	8.0	10.0
VLA-4 antagonist	-13.0	-18.0	7.0	8.0	4.0	-37.0
Jurkat autofluor	1.13	1.05	1.06	0.97	1.03	0.95
VLA-4 agonist	-13.0	6.5	-1.0	3.0	3.0	9.0
